# Bioassay records deposited in PubChem BioAssay by several laboratories.
# PHOSPHO1 block = inhibitors of human PHOSPHO1 phosphatase. Q8TCT1. inhibition, % at 13.3 µM. recombinant PHOSPHO1, absorbance phosphatase assay. actives 1.1% (n = 290,000); in the data active = inhibition above about 60%
# IDE cell activ = IDE (human) activation, cell-based; P14735; HEK cells, FAbeta-B cleavage, fluorescence polarization; 0% vehicle, 100% cell-free pure enzyme wells; activation, % at 5.96 µM; actives 0.073% (n = 340,000); AID 493087;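 active = activation above the mean of all tested compounds plus 3 SD, set per screening campaign, cut at about 17% in these data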
# GalR3 antagonist = antagonists of human GalR3; inhibition, % at 3 µM; HEK293 GalR3-CNG cAMP membrane potential fluorescence; galR3 body fused to GalR1 C-terminus; AID 651719; O60755; actives 0.44% (n = 360,000);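 active = inhibition above the screen-wide average plus 3 SD, cut at about 13% in these data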;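 also: forskolin and galanin both at EC90 stimulate the cells; cAMP rise reported by CNG channel membrane potential dye signal; 0% = forskolin plus galanin with DMSO and 100% = forskolin alone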
# IDE cell inh = cellular human IDE inhibition; HEK cells, FAbetaB cleavage, fluorescence polarization; inhibition, % at 5.59 µM; actives 0.41% (n = 320,000);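 active = percent inhibition above the average of all tested compounds plus 3 SD, set per screening campaign, cut at about 16% in these data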;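 also: IDE supplied by intact live HEK cells; FP after avidin binding of uncleaved biotin substrate so inhibition keeps polarization high; 0% = DMSO wells and 100% = 60 µM reference IDE inhibitor Ii1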
# CRFR2-BP ag = CRF-BP/CRF-R2 complex agonism. HEK293 CRF-R2/CRF-BP, calcium dye fluorescence (FLIPR); percent of saturating CRF peptide response. activation, % at 13.2 µM. actives 0.46% (n = 350,000). AID 588473;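 active = activation of at least 50%, plus an integration ratio under a set limit after plate pattern correction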;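 also: plate controls were neutral control wells without compound for no effect and CRF at EC100 for full effect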
# M4 PAM = potentiates acetylcholine response at human M4 receptor | P08173 | CHO-K1 hM4/Gqi5, Fluo-8 calcium fluorescence, ACh EC20; 0% = ACh EC20, 100% = maximal ACh | activation, % at 3 µM | actives 0.4% (n = 360,000) | AID 624126;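 active = activation above its plate's cutoff, the mean activation of sample wells plus 3 SD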; also: some results filed as inactive read as strong as hits
# MEKK3 PB1 HTS = MEKK3-MEK5 PB1 interaction, increase or decrease | actives 1.4% (n = 290,000) | bead-based flow cytometry, Alexa488-MEK5 binding to MEKK3; actives lie on both sides; 0 = blocked by unlabeled MEK5, 100 = vehicle | Q99759 | binding response (% of control), % at 10 µM;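 active = binding response more than 3 SD above or below the average of its plate-row segment, actives on both sides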;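 also: Alexa488 bead fluorescence after subtracting the streptavidin-only scavenger bead signal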
# pCIP destab = p/CIP protein destabilization. decrease of EGFP signal, % at 10 µM. actives 0.01% (n = 290,000). F442A p/CIP-EGFP cells, EGFP fluorescence, 16 h. Q05BA5;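 active = EGFP signal decrease of at least 30% at 10 µM or well 3 SD below plate mean, unless failing retest; inactive = the rest, including hits failing retest or dose response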; also: some compounds called inactive have numbers as strong as hits; many of its hits are not listed in these tables
# Target sequence (Q05BA5 1-1403): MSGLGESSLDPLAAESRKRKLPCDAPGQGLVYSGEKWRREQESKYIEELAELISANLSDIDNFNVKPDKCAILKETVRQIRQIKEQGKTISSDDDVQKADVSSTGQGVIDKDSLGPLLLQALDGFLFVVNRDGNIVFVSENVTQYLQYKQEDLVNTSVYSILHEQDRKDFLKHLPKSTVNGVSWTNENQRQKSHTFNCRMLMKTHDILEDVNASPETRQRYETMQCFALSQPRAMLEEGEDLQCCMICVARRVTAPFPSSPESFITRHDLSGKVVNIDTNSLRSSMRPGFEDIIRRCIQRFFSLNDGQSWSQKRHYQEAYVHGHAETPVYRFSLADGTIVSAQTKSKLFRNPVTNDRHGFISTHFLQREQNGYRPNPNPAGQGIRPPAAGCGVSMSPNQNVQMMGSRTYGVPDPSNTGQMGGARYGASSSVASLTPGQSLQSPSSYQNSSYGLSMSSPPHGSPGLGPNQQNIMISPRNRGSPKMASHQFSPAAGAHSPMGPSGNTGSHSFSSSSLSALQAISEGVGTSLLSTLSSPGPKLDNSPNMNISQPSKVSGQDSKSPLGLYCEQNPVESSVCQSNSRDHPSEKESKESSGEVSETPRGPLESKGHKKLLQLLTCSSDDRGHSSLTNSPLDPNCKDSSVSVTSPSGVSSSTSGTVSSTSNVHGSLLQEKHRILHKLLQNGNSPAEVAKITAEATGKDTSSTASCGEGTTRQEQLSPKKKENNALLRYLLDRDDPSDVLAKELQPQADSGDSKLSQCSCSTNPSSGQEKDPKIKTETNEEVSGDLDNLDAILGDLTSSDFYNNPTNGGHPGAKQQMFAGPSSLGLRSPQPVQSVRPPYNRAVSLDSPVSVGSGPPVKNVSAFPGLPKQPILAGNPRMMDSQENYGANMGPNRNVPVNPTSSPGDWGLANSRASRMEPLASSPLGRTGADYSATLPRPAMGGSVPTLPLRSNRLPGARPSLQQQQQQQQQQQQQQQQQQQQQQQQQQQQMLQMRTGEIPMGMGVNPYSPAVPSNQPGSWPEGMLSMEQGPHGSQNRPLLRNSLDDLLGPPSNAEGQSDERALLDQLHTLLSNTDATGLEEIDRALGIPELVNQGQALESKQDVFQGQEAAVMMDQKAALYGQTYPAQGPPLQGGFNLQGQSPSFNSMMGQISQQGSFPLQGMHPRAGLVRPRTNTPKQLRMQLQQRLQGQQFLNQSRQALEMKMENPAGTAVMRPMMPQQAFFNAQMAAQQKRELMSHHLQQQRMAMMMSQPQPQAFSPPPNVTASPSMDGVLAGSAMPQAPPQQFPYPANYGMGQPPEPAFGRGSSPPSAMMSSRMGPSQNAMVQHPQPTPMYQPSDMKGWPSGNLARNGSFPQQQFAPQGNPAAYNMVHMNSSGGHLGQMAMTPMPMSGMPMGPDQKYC
# CRFR2-BP antag = blocks CRF-induced signaling of the CRF-BP/CRF-R2 complex | HEK293 CRF-R2/CRF-BP, CRF-induced calcium fluorescence | inhibition, % at 11.8 µM | actives 0.59% (n = 350,000);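 active = inhibition of the ligand-induced calcium signal above about 50% at the single tested concentration, limit read from the data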
# * marks the source's active call; other numbers are inactive results; / = not tested or not shown.
nr	SMILES	PHOSPHO1 block	IDE cell activ	GalR3 antagonist	IDE cell inh	CRFR2-BP ag	M4 PAM	MEKK3 PB1 HTS	pCIP destab	CRFR2-BP antag
1	O=C(Nc1ccncc1)c1ccc(N2CCCC2=O)cc1	/	1	1	-2	0.3	8	/	/	-1
2	Cc1ccn2c(=O)c(C(=O)NCCCN3CCCC3=O)c(O)nc2c1	11	2	-8	0	0.4	1	101	-12	-6
3	COCCCNS(=O)(=O)c1ccc(Oc2ncc(C(F)(F)F)cc2Cl)cc1	22	1	-6	1	-1.0	4	105	-18	-13
4	COc1ccccc1C1(CC(=O)N2CCOCC2)CCOC(C(C)C)C1 (stereo unspecified)	23	-8	-1	-3	0.4	2	101	3	-3
5	Cc1ccc(NC(=O)COC(=O)CCC2CCCC2)c(Br)c1	/	2	-8	-1	-1.3	7	/	/	4
6	CCOc1ccccc1N(C)C(=O)c1cn(C)c(=O)c2ccccc12	23	2	-12	-3	-0.7	6	104	4	2
7	COc1ccc(NC(=O)NC2(C(=O)N3CCN4CCCC4C3)CCCCC2)cc1 (stereo unspecified)	18	-1	-8	6	2.2	4	102	-3	-5
8	CCOC(=O)C1=C(C)NC2=C(C(=O)C(C(=O)OCC)C(c3ccc(OC)cc3)C2)C1c1ccccn1 (stereo unspecified)	8	0	-5	-1	-0.7	-1	102	-15	3
9	CC(OC(=O)CC1CCCCC1)C(=O)Nc1cccc(C#N)c1 (stereo unspecified)	/	7	-6	1	-0.3	10	/	/	-6
10	O=C(CCCCCN1C(=O)c2ccccc2C1=O)NCCc1nc2ccccc2[nH]1	-1	-4	2	-2	-1.4	-13	103	-7	-16
11	C=CCOC(=O)C1=C[C@H](c2ccc(Br)cc2)[C@@H](CCCO)[C@H](OCC)O1	-12	3	-7	2	0.5	7	97	-3	7
12	CCc1ccc(N(CC(=O)NCc2ccco2)C(=O)CCC(=O)Nc2ccccn2)cc1	28	2	-11	1	0.6	-2	91	5	1
13	Cc1ccc(NC(=O)CS(=O)CC(=O)N(CC(=O)NC2CCCC2)c2cc(C)ccc2C)cc1 (stereo unspecified)	-4	1	-3	-1	-2.5	5	100	-15	-25
14	O=C(CN1CCCC1)Nc1ccc(NC(=O)Nc2ccccc2)cc1	19	2	-2	1	-2.1	1	107	-3	7
15	C/C(CC(=O)NC1CCCC1)=N\NC(=O)C1CCCCC1	29	3	-6	/	-1.8	-5	103	-4	5
16	N#C/C(=C/c1ccc(F)cc1)c1nc(CCN2C(=O)c3ccccc3C2=O)cs1	7	3	-1	3	0.8	13	101	-8	-3
17	O=[N+]([O-])c1cnc(Nc2ccc(Cl)cn2)c([N+](=O)[O-])c1	-97	3	-4	1	1.5	13	105	-18	-11
18	O=C(NCCC1=CCCCC1)C(=O)c1c[nH]c2ccccc12	-3	-4	-8	0	-0.9	-1	133*	-16	9
19	COC(=O)c1sc2nc(-c3ccccc3)nc(N3CCN(C)CC3)c2c1C	-10	-2	-4	/	-0.8	4	103	-16	-6
20	CC(C)NC(=S)N1CCN(S(C)(=O)=O)CC1	-9	-1	-3	-2	0.2	-3	101	-6	-31
21	O=C(CSc1nncs1)Nc1ccc(Cl)cc1C(F)(F)F	/	-4	-5	7	0.0	7	/	/	-2
22	Cc1ccc(C)c(NC(=O)CCOc2ccccc2)c1	15	3	-9	/	-1.2	2	102	-1	-8
23	CC(C)(C)OC(=O)NC(Cc1ccccc1)C(=O)O (stereo unspecified)	40	-2	-6	-4	0.1	9	102	-1	5
24	COc1ccc2c(c1)SCC(=O)N2C	2	1	-3	11	-0.4	5	98	-10	-6
25	COc1ccc(-c2cc(C(=O)N3CCCC(C(F)(F)F)C3)c3ccccc3n2)cc1OC (stereo unspecified)	/	2	-1	4	-0.9	-7	/	/	-20
26	CCc1ccc(N(C(=O)c2snc(C(N)=O)c2N)C(C(=O)NC2CCCC2)c2ccncc2)cc1 (stereo unspecified)	46	-1	-7	-1	0.3	-5	97	-4	-10
27	O=C(COC(=O)c1ccc(Cl)nc1)NC1CCCc2ccccc21 (stereo unspecified)	/	-1	-7	-1	0.6	3	/	/	-24
28	COc1ccccc1CNC(=O)CCN=C1NS(=O)(=O)c2ccccc21	/	4	-5	1	-0.4	4	/	/	1
29	COc1ccc(S(=O)(=O)N2CCC(C(=O)NCc3cccc(OC)c3)CC2)cc1	-4	-3	-3	6	-0.8	-3	99	2	-24
30	COc1ccccc1C(=O)Nn1c(-c2cccs2)nc2ccccc2c1=O	-32	6	-7	10	-4.7	-10	111	-10	29

# Screen by screen, as entered above.
# pCIP destab, nos. 4 to 8: 3, /, 4, -3, -15
# MEKK3 PB1 HTS, nos. 4 to 8: 101, /, 104, 102, 102

# Sorted by count of non-hydrogen atoms (lowest first): 12 of the compounds above
nr	SMILES	PHOSPHO1 block	IDE cell activ	GalR3 antagonist	IDE cell inh	CRFR2-BP ag	M4 PAM	MEKK3 PB1 HTS	pCIP destab	CRFR2-BP antag
24	COc1ccc2c(c1)SCC(=O)N2C	2	1	-3	11	-0.4	5	98	-10	-6
23	CC(C)(C)OC(=O)NC(Cc1ccccc1)C(=O)O (stereo unspecified)	40	-2	-6	-4	0.1	9	102	-1	5
17	O=[N+]([O-])c1cnc(Nc2ccc(Cl)cn2)c([N+](=O)[O-])c1	-97	3	-4	1	1.5	13	105	-18	-11
1	O=C(Nc1ccncc1)c1ccc(N2CCCC2=O)cc1	/	1	1	-2	0.3	8	/	/	-1
27	O=C(COC(=O)c1ccc(Cl)nc1)NC1CCCc2ccccc21 (stereo unspecified)	/	-1	-7	-1	0.6	3	/	/	-24
14	O=C(CN1CCCC1)Nc1ccc(NC(=O)Nc2ccccc2)cc1	19	2	-2	1	-2.1	1	107	-3	7
28	COc1ccccc1CNC(=O)CCN=C1NS(=O)(=O)c2ccccc21	/	4	-5	1	-0.4	4	/	/	1
3	COCCCNS(=O)(=O)c1ccc(Oc2ncc(C(F)(F)F)cc2Cl)cc1	22	1	-6	1	-1.0	4	105	-18	-13
29	COc1ccc(S(=O)(=O)N2CCC(C(=O)NCc3cccc(OC)c3)CC2)cc1	-4	-3	-3	6	-0.8	-3	99	2	-24
25	COc1ccc(-c2cc(C(=O)N3CCCC(C(F)(F)F)C3)c3ccccc3n2)cc1OC (stereo unspecified)	/	2	-1	4	-0.9	-7	/	/	-20
26	CCc1ccc(N(C(=O)c2snc(C(N)=O)c2N)C(C(=O)NC2CCCC2)c2ccncc2)cc1 (stereo unspecified)	46	-1	-7	-1	0.3	-5	97	-4	-10
8	CCOC(=O)C1=C(C)NC2=C(C(=O)C(C(=O)OCC)C(c3ccc(OC)cc3)C2)C1c1ccccn1 (stereo unspecified)	8	0	-5	-1	-0.7	-1	102	-15	3

# Continuation:
nr	SMILES	PHOSPHO1 block	IDE cell activ	GalR3 antagonist	IDE cell inh	CRFR2-BP ag	M4 PAM	MEKK3 PB1 HTS	pCIP destab	CRFR2-BP antag
31	O=C(CNC1CCCCC1)Nc1cc(S(=O)(=O)N2CCOCC2)ccc1Cl	13	8	6	-1	3.2	-14	100	-22	-13
32	O=C(OCc1nc2scc(-c3ccccc3)c2c(=O)[nH]1)c1cc(Cl)ccc1[N+](=O)[O-]	2	4	-2	10	-1.8	8	100	-9	-43
33	CC(Oc1cc2oc(=O)c3c(c2cc1Cl)CCC3)C(=O)NCCCN1CCOCC1 (stereo unspecified)	43	1	-1	1	0.6	2	99	8	2
34	Cc1nc(-c2ccccc2O)n(S(=O)(=O)N(C)C)n1	-14	-2	-5	6	-0.8	-3	105	-6	3
35	Nc1ncc(Br)cc1S(=O)(=O)NC1CCCCC1	72*	0	3	7	0.3	-3	102	2	-22
36	O=C(NCCOC(=O)c1ccccc1)c1ccc([N+](=O)[O-])cc1	/	3	-10	3	-1.7	-4	103	2	18
37	CC1C(=O)CC(c2ccc([N+](=O)[O-])cc2)NC1c1ccc([N+](=O)[O-])cc1 (stereo unspecified)	33	0	18*	6	-1.3	-8	106	-4	-1
38	CS(=O)(=O)c1ccc(C(=O)NC2CCCCC2)cc1	-12	4	-10	0	-1.0	0	98	2	15
39	CC(C)(C)c1nc2c(s1)CCc1onc(-c3ccc(Cl)cc3)c1-2	/	1	-6	1	2.3	6	/	/	4
40	Cc1ccc(NC(=O)O/N=C/c2c(C)nn(C(C)(C)C)c2C)cc1Cl	21	-5	-3	6	-0.2	-1	108	-4	-15
41	Cc1cc(C)nc(SCc2nnc(SCC(=O)Nc3ccccc3C)n2Cc2ccco2)n1	21	7	1	9	0.8	4	99	-8	-4
42	CC1CCCC(O)(C(C(=O)O)c2ccccc2)C1 (stereo unspecified)	/	2	-6	/	0.4	-5	/	/	-4
43	CCCCOc1ccc(/C=C/C(=O)Nc2ccc(C(N)=O)cc2)cc1	5	0	0	-1	8.1	2	99	10	-1
44	Cc1ccccc1NC(=O)NNC(=O)c1ccc2ccccc2c1	18	2	0	/	-0.4	0	99	-16	0
45	CCOc1ccccc1NS(=O)(=O)N(C)C	2	7	-3	4	-1.0	17	101	4	16
46	C=CCC1(N(C(C)=O)c2ccccc2C)CCCCC1	-5	-2	-7	2	-1.2	8	85	4	-38
47	NC(=O)CCCC1=NS(=O)(=O)c2ccccc2N1	6	-2	-3	-3	0.2	4	103	2	-29
48	COc1cc(C2CC(c3cccnc3)=NN2c2ccc(F)cc2)cc(OC)c1OC (stereo unspecified)	2	6	-3	-2	0.2	5	104	23	-31
49	O=C(NCCOCCOCCNC(=O)c1cccnc1)c1cccnc1	19	-2	-1	10	0.8	4	99	-3	12
50	CC(=O)c1sc(NC(=O)CCS(=O)(=O)c2ccc(C)cc2)nc1C	/	1	-5	-4	-0.6	4	/	/	3
51	O=C(c1cc2sccc2n1Cc1ccccc1)N1CCc2ccccc21	10	-6	-9	2	-0.1	-12	103	-1	16
52	Cc1cc2sc3nc(=O)n(-c4ccccc4)c(=O)n3c2cc1C	53	2	-2	-7	0.3	-21	109	-8	6
53	CC(C)C[C@H](NC(=O)[C@@H]1Cc2c([nH]c3ccccc23)C2c3ccccc3C(=O)N21)C(=O)N1CCC[C@@H]1C(=O)O (stereo partly specified)	29	3	-3	4	-0.8	-2	100	-6	-11
54	CCOC(=O)/C(C#N)=C1\Nc2ccccc2N=C1N(CC(C)C)CC(C)C	25	-3	-13	0	16	-5	99	-19	-65
55	C=CCN1CC(c2nc3ccccc3n2Cc2cccc3ccccc23)CC1=O (stereo unspecified)	4	-2	-8	3	-0.6	-4	100	-9	-24
56	CCN(CC)CCCN(C(C)=O)c1nc(-c2cc(OC)ccc2OC)cs1	-7	2	-6	3	-2.0	13	79	-2	-1
57	CCc1noc(C)c1C(=O)OCC(=O)NC(C)c1ccccc1 (stereo unspecified)	/	-2	0	2	0.0	14	/	/	7
58	CCn1cc(C(=O)NCCCOC)c(=O)c2cc(S(=O)(=O)N(C)C3CCCCC3)ccc21	-12	1	-1	3	0.3	-3	101	-3	1
59	CCN(CC(=O)Nc1ccc(OC)cc1)C(=O)Cc1ccsc1	/	1	-6	-2	-1.3	22*	/	/	12
60	Cc1cc(C)nc(NS(=O)(=O)c2ccc(N=Cc3c(C)[nH]n(-c4ccccc4)c3=O)cc2)n1	11	2	-3	1	-0.8	5	104	-2	2
61	Cc1nn(C)cc1/C=C/C(=O)c1cccs1	-7	0	-1	3	-1.4	-1	110	-6	18
62	COc1ccc(/C=C(\C#N)C(=O)Nc2cccnc2)cc1	-4	-1	0	1	0.4	0	106	-8	-7
